Screening data deposited in PubChem BioAssay by Broad Institute.
EZH2 inh – EZH2/PRC2 methyltransferase inhibitors, primary screen, biochemical, DELFIA time-resolved fluorescence, single point; AID 651548, 2012; PRC2 H3K27 methylation, DELFIA TRF, 1 h; actives 0.35% (n = 57,000); Histone-lysine N-methyltransferase EZH2 (Homo sapiens), Q15910; inhibition, % at 12.5 µM;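 active = mean inhibition of replicates at least 50% and every single replicate also reaching 50%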;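 also: dimethyl H3K27 on biotinylated H3 21-44 peptide detected by antibody; plate controls were median neutral control wells for no effect and median positive control wells for full effect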
IDH1 R132H inh – inhibitors of IDH1 R132H reductase, primary screen, biochemical, plate reader, single point; actives 0.18% (n = 70,000); diaphorase/resazurin fluorescence, 60 min; inhibition, % at 10 µM; AID 624101, 2012; Isocitrate dehydrogenase [NADP] cytoplasmic (Homo sapiens), O75874; in the data active = inhibition above about 34%;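 also: 0% = DMSO and 100% = no enzyme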
Target sequence (O75874 whole entry R132H): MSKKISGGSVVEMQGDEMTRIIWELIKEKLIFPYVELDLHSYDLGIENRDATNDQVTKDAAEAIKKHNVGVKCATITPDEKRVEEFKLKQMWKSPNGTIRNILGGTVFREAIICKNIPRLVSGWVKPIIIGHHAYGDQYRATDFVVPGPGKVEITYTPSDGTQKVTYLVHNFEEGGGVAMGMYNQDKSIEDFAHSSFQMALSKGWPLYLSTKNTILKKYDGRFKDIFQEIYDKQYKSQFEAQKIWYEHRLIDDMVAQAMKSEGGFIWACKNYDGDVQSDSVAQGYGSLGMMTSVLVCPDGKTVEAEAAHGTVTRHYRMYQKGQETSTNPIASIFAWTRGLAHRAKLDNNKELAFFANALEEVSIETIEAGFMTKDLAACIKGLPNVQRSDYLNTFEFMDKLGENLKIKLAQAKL
Active calls of the source: *; / = no result given.

Fields: EZH2 inh | IDH1 R132H inh
1	COc1ccc(CN(C)C[C@H]2Oc3ccc(NS(C)(=O)=O)cc3CC(=O)N([C@H](C)CO)C[C@H]2C)cc1
    -0.3 | /
2	COCC#Cc1cnc2c(c1)C(=O)N([C@H](C)CO)C[C@H](C)[C@@H](CN(C)C(=O)Cc1ccccc1)O2
    -9.7 | -2.9
3	C[C@@H]1CN([C@H](C)CO)C(=O)c2cc(NC(=O)Nc3ccc(F)cc3)ccc2O[C@H]1CN(C)C(=O)Nc1ccc(F)cc1
    / | 1.0
4	CC(C)(C)[C@@H]1C=C(C(=O)NCc2ccccc2)O[C@H](OCc2ccc(CO)cc2)C1
    3.1 | /
5	C[C@@H]1CN([C@H](C)CO)C(=O)c2cc(C#Cc3cccc(F)c3)cnc2O[C@@H]1CN(C)CC1CC1
    -32.7 | -3.5
6	COCc1cn(CC[C@H]2CC[C@H](NC(=O)Nc3c(C)noc3C)[C@H](CO)O2)nn1
    6.8 | 10.3
7	O=C(Cc1ccccn1)NCC[C@H]1CC[C@H](NC(=O)Nc2ccccc2)[C@H](CO)O1
    -9.6 | -0.5
8	Clc1ccc(C(Cn2ccnc2)OCc2c(Cl)cccc2Cl)c(Cl)c1 (centres undefined)
    / | 9.7
9	C[C@H]1CN([C@@H](C)CO)C(=O)c2cccc(NC(=O)C3CC3)c2O[C@@H]1CN(C)S(=O)(=O)c1ccccc1
    10.0 | -0.1
10	CC(C)CC#Cc1cnc2c(c1)C(=O)N([C@H](C)CO)C[C@H](C)[C@H](CN(C)C(=O)CN1CCOCC1)O2
    / | 0.1
11	CC(=O)Nc1ccc(Br)cc1-c1nc2ccccc2nc1OCc1cccc(Cl)c1
    -2.4 | -0.1
12	O=C(C[C@H]1C[C@@H]2c3cc(NS(=O)(=O)c4ccccc4)ccc3O[C@@H]2[C@H](CO)O1)NCC1CC1
    -10.5 | 0.1
13	CCC(=O)Nc1ccc2c(c1)OC[C@@H](C)N(CCC(F)(F)F)C[C@H](C)[C@H](OC)CN(C)C2=O
    1.3 | 0.1
14	C[C@@H]1CN([C@H](C)CO)C(=O)c2cc(NC(=O)Nc3ccc(F)cc3)ccc2O[C@H]1CN(C)S(=O)(=O)c1cccs1
    / | -2.4
15	CS(=O)(=O)NCCSCc1ccco1
    -4.3 | 0.2
16	COc1ccc(S(=O)(=O)Nc2cccc3c2O[C@@H](CN(C)Cc2ccc(C(F)(F)F)cc2)[C@H](C)CN([C@@H](C)CO)C3=O)cc1
    / | 0.4
17	Cc1ccc(S(=O)(=O)N(C)C[C@@H]2Oc3ccc(NC(=O)NC(C)C)cc3C(=O)N([C@@H](C)CO)C[C@@H]2C)cc1
    5.7 | -1.4
18	O=C(C[C@H]1C=C[C@H](NC(=O)C2CC2)[C@@H](CO)O1)Nc1ccccc1
    3.1 | 0.3
19	C[C@H](CO)N1C[C@H](C)[C@H](CN(C)C(=O)Nc2cccc3ccccc23)OCCCC[C@H](C)Oc2ccc(NC(=O)Nc3ccc(F)cc3)cc2C1=O
    / | 0.0
20	CCn1c(=O)c(C(=O)NCCN2CCCCC2)c(O)c2ccccc21
    1.2 | 0.0
21	O=C(N[C@H]1CC[C@H](CCn2cc(C3(O)CCCC3)nn2)O[C@@H]1CO)C1CCOCC1
    5.6 | 0.1
22	O=C(Cc1ccccn1)NCC[C@@H]1CC[C@H](NC(=O)Nc2ccc(Cl)cc2)[C@H](CO)O1
    -9.6 | 0.2
23	C[C@H](CO)N1C[C@H](C)[C@@H](CN(C)Cc2ccc(C(=O)O)cc2)OCCCC[C@H](C)Oc2ccc(NC(=O)Nc3ccc(F)cc3)cc2C1=O
    / | 1.9
24	COC(=O)c1c(NC(=O)CSc2nnc3ccccn23)sc(C)c1C
    -1.8 | -0.4
25	C[C@H](CO)N1C[C@H](C)[C@@H](CN(C)Cc2ccccc2)Oc2ccc(NC(=O)CCCCCC(=O)Nc3ccccc3N)cc2C1=O
    2.1 | -0.2
26	C[C@@H]1CN([C@@H](C)CO)C(=O)c2cc(/C=C/c3ccccc3)cnc2O[C@H]1CN(C)C(=O)C1CCOCC1
    / | 0.4
27	C/C=C/c1ccc2c(c1)O[C@H](CN(C)C(C)=O)[C@@H](C)CN([C@@H](C)CO)S2(=O)=O
    -1.1 | -1.1
28	C[C@H]1CN([C@@H](C)CO)C(=O)c2cc(NS(=O)(=O)c3cn(C)cn3)ccc2O[C@H]1CN(C)C(=O)Nc1ccc(C(F)(F)F)cc1
    / | -0.9
29	CCC1(c2ncc[nH]2)Cc2ccccc2O1 (centres undefined)
    / | 0.2
30	COc1ccc(NC(=O)N(C)C[C@@H]2Oc3ccc(NC(=O)NC(C)C)cc3C(=O)N([C@@H](C)CO)C[C@H]2C)cc1
    / | 2.3
31	CNC[C@@H]1Oc2ccc(NC(=O)CCC(F)(F)F)cc2C(=O)N([C@@H](C)CO)C[C@H]1C
    -4.0 | 2.4
32	C[C@H](CO)N1C[C@H](C)[C@@H](CN(C)C(=O)NC2CCCCC2)Oc2ccc(NC(=O)CCC(F)(F)F)cc2CC1=O
    1.4 | 3.9
33	COc1cccc(NC(=O)N[C@H]2CC[C@@H](CC(=O)NCc3ccncn3)O[C@@H]2CO)c1
    -2.5 | -0.6
34	Cc1ccc(S(=O)(=O)NCC[C@@H]2CC[C@@H](NS(=O)(=O)c3ccccc3Cl)[C@@H](CO)O2)cc1
    -4.5 | 0.1
35	COC(=O)c1ccccc1NC(=O)CSc1nc2cc(Cl)ccc2s1
    9.1 | 0.2
36	C[C@@H]1CN([C@H](C)CO)C(=O)Cc2cc(NS(=O)(=O)c3ccc(Cl)cc3)ccc2O[C@H]1CN(C)C(=O)Nc1ccc2c(c1)OCO2
    / | -0.1
37	CCCNC(=O)Nc1ccc2c(c1)C(=O)N(C)C[C@@H](OC)[C@H](C)CN(C(=O)CC)[C@H](C)CO2
    -12.6 | /
38	COCC(=O)N(C)C[C@@H]1Oc2ncc(/C=C/c3ccccc3)cc2C(=O)N([C@H](C)CO)C[C@H]1C
    5.3 | -0.1
39	Cn1cnc(S(=O)(=O)N[C@H]2CC[C@H](CC(=O)N3CCN(c4ccccc4)CC3)O[C@H]2CO)c1
    8.0 | -0.1
40	COCC(=O)Nc1ccc2c(c1)C(=O)N(C)C[C@H](OC)[C@@H](C)CN(Cc1ccccc1OC)[C@H](C)CO2
    -12.1 | 0.5

A second format for part of the listing above.
entry	SMILES	EZH2 inh	IDH1 R132H inh
26	C[C@@H]1CN([C@@H](C)CO)C(=O)c2cc(/C=C/c3ccccc3)cnc2O[C@H]1CN(C)C(=O)C1CCOCC1	/	0.4
27	C/C=C/c1ccc2c(c1)O[C@H](CN(C)C(C)=O)[C@@H](C)CN([C@@H](C)CO)S2(=O)=O	-1.1	-1.1
28	C[C@H]1CN([C@@H](C)CO)C(=O)c2cc(NS(=O)(=O)c3cn(C)cn3)ccc2O[C@H]1CN(C)C(=O)Nc1ccc(C(F)(F)F)cc1	/	-0.9
29	CCC1(c2ncc[nH]2)Cc2ccccc2O1 (centres undefined)	/	0.2
30	COc1ccc(NC(=O)N(C)C[C@@H]2Oc3ccc(NC(=O)NC(C)C)cc3C(=O)N([C@@H](C)CO)C[C@H]2C)cc1	/	2.3

Next part.
Fields: EZH2 inh | IDH1 R132H inh
41	Cc1c(Br)c([N+](=O)[O-])nn1C(C)C(=O)N1CCCc2ccccc21 (centres undefined)
    2.6 | 0.0
42	Cc1ccc(S(=O)(=O)Nc2ccc3c(c2)C(=O)N([C@@H](C)CO)C[C@@H](C)[C@@H](CN(C)C(=O)C2CCCCC2)OCCCC[C@@H](C)O3)cc1
    / | -1.9
43	O=C(N/N=C/c1ccc([N+](=O)[O-])o1)c1ccc(O)cc1
    16.6 | 2.9
44	COc1cccc(-c2cnc3c(c2)C(=O)N([C@@H](C)CO)C[C@H](C)[C@@H](CN(C)C(=O)CC2CC2)O3)c1
    -19.6 | -0.1
45	O=C(C[C@@H]1C[C@H]2c3cc(NC(=O)C4CCC4)ccc3O[C@H]2[C@H](CO)O1)NCc1cccnc1
    -4.0 | -0.2
46	CNC[C@@H]1OCCCC[C@H](C)Oc2ccc(NS(=O)(=O)c3c(C)noc3C)cc2C(=O)N([C@H](C)CO)C[C@@H]1C
    / | 2.2
47	CN(C)C(=O)C[C@@H]1C[C@@H]2c3cc(NS(=O)(=O)c4ccccc4)ccc3O[C@@H]2[C@@H](CO)O1
    0.1 | -1.1
48	C[C@@H]1CN([C@H](C)CO)S(=O)(=O)c2ccc(-c3ccncc3)cc2O[C@@H]1CN(C)C(=O)c1cccc(F)c1
    / | 0.7
49	CNC[C@H]1Oc2ncc(C#CC3(O)CCCC3)cc2C(=O)N([C@H](C)CO)C[C@@H]1C
    -4.8 | 1.1
50	CO[C@H]1CN(C)C(=O)c2ccc(NC(=O)C3CCCC3)cc2OC[C@@H](C)N(C(=O)CC2CC2)C[C@@H]1C
    2.1 | -0.3
51	CO[C@H]1CN(C)C(=O)c2ccc(NC(=O)Nc3ccccc3F)cc2OC[C@@H](C)N(CC2CC2)C[C@H]1C
    -3.7 | 0.3
52	COCC(=O)Nc1ccc2c(c1)OC[C@@H](C)N(Cc1cccc(F)c1)C[C@@H](C)[C@@H](OC)CN(C)C2=O
    -3.0 | -0.1
53	C[C@@H]1CN([C@H](C)CO)C(=O)c2cc(C3=CCCCC3)cnc2O[C@H]1CN(C)Cc1ccc(C(=O)O)cc1
    11.5 | 1.8
54	C[C@@H]1CN([C@H](C)CO)S(=O)(=O)c2ccc(C#Cc3ccncc3)cc2O[C@H]1CN(C)S(=O)(=O)c1ccccc1
    -1.8 | 2.7
55	O=C(O)C[C@H]1CC[C@H](NC(=O)c2ccncc2)[C@H](CO)O1
    -3.6 | 0.5
56	C[C@@H]1CN([C@@H](C)CO)C(=O)c2cc(C3=CCCC3)cnc2O[C@@H]1CN(C)C
    -8.3 | -0.6
57	C[C@H]1CN([C@@H](C)CO)S(=O)(=O)c2ccc(-c3cccc(C#N)c3)cc2O[C@H]1CN(C)C(=O)c1ccncc1
    -19.7 | 0.0
58	O=C(Nc1ccccc1C(=O)OCc1cccc([N+](=O)[O-])c1)c1ccccc1
    9.7 | -0.2
59	Cc1noc(C)c1NC(=O)N(C)C[C@@H]1Oc2c(NS(=O)(=O)c3ccc(F)cc3)cccc2C(=O)N([C@@H](C)CO)C[C@H]1C
    / | 2.0
60	C[C@@H]1CN([C@@H](C)CO)C(=O)CCCn2nncc2CO[C@@H]1CN(C)C(=O)Nc1ccc(N2CCN(C)CC2)cc1
    -3.7 | -0.6
61	COc1ccc(C(=O)Nc2ccc3c(c2)OC[C@@H](C)NC[C@H](C)[C@@H](OC)CN(C)C3=O)cc1
    5.7 | 0.0
62	C[C@H](CO)N1C[C@H](C)[C@H](CN(C)S(C)(=O)=O)OCCCC[C@H](C)Oc2ccc(N(C)C)cc2C1=O
    -6.8 | -0.7
63	C[C@@H]1CCCCO[C@@H](CN(C)Cc2ccccc2)[C@@H](C)CN([C@H](C)CO)C(=O)c2cc(NC(=O)CCCCCC(=O)Nc3ccccc3N)ccc2O1
    -28.5 | 0.5
64	O=C(C[C@@H]1CC[C@@H](NC(=O)C2CCC2)[C@@H](CO)O1)NCc1ccncc1
    2.2 | -0.1
65	C[C@H](NC(=O)C[C@H]1CC[C@@H](NC(=O)C2CCOCC2)[C@H](CO)O1)c1ccccc1
    -1.2 | -0.1
66	C[C@H](CO)N1C[C@H](C)[C@@H](CN(C)CC2CCOCC2)Oc2cc(C#C[C@@H](C)O)ccc2S1(=O)=O
    / | -0.4
67	COCC#Cc1cnc2c(c1)C(=O)N([C@H](C)CO)C[C@@H](C)[C@@H](CN(C)C(=O)Nc1c(C)noc1C)O2
    -1.4 | 0.4
68	Cc1nc(-c2ccccc2)c(-c2ccncc2)o1
    12.8 | 2.5
69	CC(C)N(Cc1nc(-c2ccccc2)no1)C(=O)c1ccc([N+](=O)[O-])cc1
    3.5 | 1.6
70	COc1ccc(S(=O)(=O)Nc2ccc3c(c2)C(=O)N([C@@H](C)CO)C[C@H](C)[C@@H](CN(C)C(=O)Nc2ccc4c(c2)OCO4)OCCCC[C@@H](C)O3)cc1
    / | 0.3
71	C[C@@H]1CN([C@@H](C)CO)C(=O)c2cc(NC(=O)Nc3ccc4c(c3)OCO4)ccc2O[C@@H]1CN(C)CC1CCCCC1
    -24.0 | 0.0
72	C[C@@H]1CN([C@@H](C)CO)C(=O)Cc2cc(NC(=O)CCCCCC(=O)Nc3ccccc3N)ccc2O[C@H]1CN(C)S(C)(=O)=O
    / | 0.4
73	C[C@H](CO)N1C[C@H](C)[C@@H](CN(C)Cc2ccccc2F)Oc2cc(C3=CCCCC3)ccc2S1(=O)=O
    18.3 | /
74	C[C@@H]1CCCCO[C@H](CN(C)C(=O)Nc2cccc3ccccc23)[C@@H](C)CN([C@H](C)CO)C(=O)c2cc(NC(=O)c3ccccc3)ccc2O1
    / | 0.8
75	C[C@H](NC(=O)C[C@H]1CC[C@@H](NC(=O)Nc2ccc3c(c2)OCO3)[C@@H](CO)O1)c1ccccc1
    1.2 | 0.4
76	O=C(N[C@@H]1CC[C@@H](CCNC(=O)C2CCC2)O[C@@H]1CO)c1ccncc1
    -4.1 | 0.2
77	C[C@@H]1CN([C@H](C)CO)C(=O)c2cc(NS(=O)(=O)c3ccccc3)ccc2O[C@@H](C)CCCCO[C@H]1CN(C)C(=O)c1ccccc1
    / | -1.1
78	Cc1nn(C(=O)c2ccco2)c(C)c1CN1C(=O)c2ccccc2C1=O
    0.4 | -0.2
79	C[C@@H](O)C#Cc1cnc2c(c1)C(=O)N([C@@H](C)CO)C[C@H](C)[C@@H](CN(C)Cc1cccc(C(=O)O)c1)O2
    -2.6 | -1.1

In another format: results already given
No.	SMILES	EZH2 inh	IDH1 R132H inh
75	C[C@H](NC(=O)C[C@H]1CC[C@@H](NC(=O)Nc2ccc3c(c2)OCO3)[C@@H](CO)O1)c1ccccc1	1.2	0.4
76	O=C(N[C@@H]1CC[C@@H](CCNC(=O)C2CCC2)O[C@@H]1CO)c1ccncc1	-4.1	0.2

Only part of the results is shown; rates above refer to the full screens.
